Compound activity deposited in PubChem by several laboratories.
hgDAF12 agonist = agonists of H. glycines DAF-12 nuclear receptor. HEK293 GAL4-hgDAF12 UAS-luciferase reporter, agonist luminescence; normalized to butyrate control. activation, % at 6.8 µM. actives 1.8% (n = 370,000). AID 687014;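 active = activation above a cutoff set at the mean of all screened compounds plus 3 SD, cut at about 10% in these data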;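 also: 0% = DMSO wells and 100% = sodium butyrate wells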
NPR1 activator = GC-A (human) enzyme activation. P16066. HEK293 GC-A cells, cGMP TR-FRET, EC30 ANP; 0% at EC30 ANP, 100% saturating ANP. activation, % at 10 µM. actives 0.14% (n = 370,000); in the data active = activation above about 40%
sPLA2-III inh = Blocks human group III sPLA2 activity | QFRET BODIPY PC-A2 liposome hydrolysis, fluorescence | inhibition, % at 12.2 µM | actives 0.56% (n = 370,000) | Q9NZ20;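 active = inhibition above mean plus 3 SD of compounds lying within the high and low control bounds, cut at about 19% in these data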;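 also: 0% = median of test compound wells and 100% = no enzyme DMSO wells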
SMARCA2 activ = SMARCA2 function activation, primary screen | AID 652017 | actives 1% (n = 370,000) | activation, % at 9.1 µM | MG213 cells, MMTV-luciferase reporter, dexamethasone, overnight; in the data active = activation above about 7.8%;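 also: 0% = vehicle wells and 100% = reference activator wells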
hcDAF-12 act = activators of H. contortus DAF-12 nuclear receptor; AID 652067; actives 1.4% (n = 370,000); activation, % at 6.8 µM; HEK293 hcDAF-12 lit1-tk-luc reporter, luminescence; 0% DMSO, 100% Δ7-dafachronic acid;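 active = activation above the mean of all tested compounds plus 3 SD, cut at about 5.5% in these data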;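 also: 100% = response to 3 µM Δ7-dafachronic acid high control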
DAX1 inh-1 = inhibitors of human orphan nuclear receptor DAX1 (NR0B1); P51843; HEK293 Gal4-DAX1 luciferase reporter, luminescence; inhibition, % at 6.75 µM; actives 0.99% (n = 340,000); AID 504766;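 active = inhibition above the mean over all tested compounds plus 3 SD, cut at about 4.2% in these data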;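 also: 0% = DAX1-transfected cells with DMSO and 100% = empty-vector control cells with DMSO; inhibition shows as a rise in luminescence from relieved DAX1 repression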
FXN GAA850 act = frataxin GAA850 promoter activation. actives 0.56% (n = 360,000). AID 540364. HEK293 lucGAA850 FXN promoter luciferase reporter, 24 h; percent of 10 µM SAHA response. activation, % at 6 µM;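 active = activation above the average of all compounds screened plus 3 SD, cutoff fixed separately per campaign, cut at about 7.5% in these data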;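 also: 0% = DMSO wells and 100% = 10 µM SAHA wells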
DAX1 inh-2 = blocks DAX1 repression of SF-1 activated StAR promoter. HEK293T StAR-luciferase reporter, SF-1/DAX-1 repression relief. inhibition, % at 6.8 µM. actives 1.1% (n = 370,000). AID 652010;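 active = inhibition above the mean over all tested compounds plus 3 SD, cut at about 3.6% in these data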;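 also: 0% = DAX-1 cells with DMSO and 100% = cells lacking DAX-1 with DMSO; higher inhibition means more luminescence from relief of DAX-1 repression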
proKLK7 act = activates the human kallikrein-7 zymogen; P49862; purified proKLK7, EDANS-DABCYL substrate fluorescence; 100% is mature enzyme control, 0% vehicle; activation, % at 7 µM; actives 0.9% (n = 370,000);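 active = activation above the mean of all tested compounds plus 3 SD, computed per campaign excluding outliers beyond control limits, cut at about 13% in these data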
GC-B act = GC-B (human) receptor activation. actives 0.11% (n = 370,000). activation, % at 10 µM. AID 1920062. P20594. HEK293-GC-B cells, CNP EC30, cGMP TR-FRET; 0% at EC30 CNP, 100% saturating CNP;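 active = activation at 10 µM reaching about 35% in either raw or pattern-adjusted values, limit read from the data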
Target sequence (P20594 whole entry, looked up): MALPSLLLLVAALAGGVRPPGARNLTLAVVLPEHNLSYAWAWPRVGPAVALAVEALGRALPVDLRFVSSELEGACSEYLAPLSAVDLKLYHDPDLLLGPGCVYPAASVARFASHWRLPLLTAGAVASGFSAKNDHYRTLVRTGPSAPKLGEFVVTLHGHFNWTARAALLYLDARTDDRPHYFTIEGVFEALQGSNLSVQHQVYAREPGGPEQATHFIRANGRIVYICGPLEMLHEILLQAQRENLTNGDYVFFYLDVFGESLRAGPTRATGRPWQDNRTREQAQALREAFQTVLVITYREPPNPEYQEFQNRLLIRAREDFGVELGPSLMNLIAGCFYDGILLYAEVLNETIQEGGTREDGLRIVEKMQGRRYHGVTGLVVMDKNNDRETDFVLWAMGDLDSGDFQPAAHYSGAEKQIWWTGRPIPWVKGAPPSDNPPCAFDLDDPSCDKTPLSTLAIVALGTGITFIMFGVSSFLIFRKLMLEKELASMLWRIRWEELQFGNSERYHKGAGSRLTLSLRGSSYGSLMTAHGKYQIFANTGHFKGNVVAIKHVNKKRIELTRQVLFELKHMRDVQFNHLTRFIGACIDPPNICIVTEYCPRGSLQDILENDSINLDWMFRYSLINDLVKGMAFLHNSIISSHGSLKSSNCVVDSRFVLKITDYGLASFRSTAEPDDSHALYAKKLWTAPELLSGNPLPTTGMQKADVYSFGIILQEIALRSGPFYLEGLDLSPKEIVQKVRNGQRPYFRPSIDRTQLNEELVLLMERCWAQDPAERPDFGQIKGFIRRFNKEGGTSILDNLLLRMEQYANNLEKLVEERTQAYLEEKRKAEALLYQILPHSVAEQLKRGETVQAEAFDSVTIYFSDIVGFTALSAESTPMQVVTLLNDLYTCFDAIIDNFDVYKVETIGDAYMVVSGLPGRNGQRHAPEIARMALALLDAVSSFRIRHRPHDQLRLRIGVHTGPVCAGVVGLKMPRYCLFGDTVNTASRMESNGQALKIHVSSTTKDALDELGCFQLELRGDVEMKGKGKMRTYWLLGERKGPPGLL
ssDAF12 agonist = S. stercoralis DAF-12 activation, primary screen; AID 652126; actives 1% (n = 370,000); activation, % at 6.8 µM; HEK293 ssDAF-12/GRIP1 lit1-tk-luc reporter, luminescence; % of 3 µM dafachronic acid response;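 active = activation above the mean over all tested compounds plus 3 SD, cut at about 0.9% in these data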;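 also: 0% = DMSO-only wells and 100% = 3 µM delta7-dafachronic acid wells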
* marks the source's active call; other numbers are inactive results; . = no result given.

SMILES	hgDAF12 agonist	NPR1 activator	sPLA2-III inh	SMARCA2 activ	hcDAF-12 act	DAX1 inh-1	FXN GAA850 act	DAX1 inh-2	proKLK7 act	GC-B act	ssDAF12 agonist
CSc1nc2n(n1)C(c1cccs1)C1=C(CCCC1=O)N2 (stereo unspecified)	-3.6	-14.1	1.7	0.0	-0.6	-0.4	1.4	-1.0	-20.2	-8.7	-1.5
Cc1ccnc(NC2(C(F)(F)F)N=C(c3ccccc3)NC2=O)c1 (stereo unspecified)	-1.3	6.8	-4.4	-0.5	-0.7	3.9	-0.5	-0.6	0.1	-5.0	-1.2
COc1cccc(C2=Cc3ccc(F)cc3C(CC(C)=O)N2c2ccc(C#CC3(O)CCCCC3)cc2)c1 (stereo unspecified)	-11.0	1.6	-15.2	-12.4	-6.4	.	.	-4.4	0.4	-6.3	-2.7
CCC(C)(C)NC(=O)C(c1ccc(F)cc1)N(CCOC)C(=O)CCC(=O)Nc1nccs1 (stereo unspecified)	1.4	-1.2	4.1	-2.2	-2.1	-0.2	-2.2	0.0	0.1	-5.7	-0.9
CC(C)(C(=O)N1CCC1(C)C(=O)NS(=O)(=O)c1cccc(C#N)c1)c1ccccc1 (stereo unspecified)	1.3	0.6	4.1	3.0	-0.5	.	0.8	0.3	-0.2	2.1	-0.7
Cc1onc(-c2ccccc2Cl)c1C(=O)N1CCOC12CCN(c1cccc(F)n1)CC2	-0.2	0.8	-6.0	-1.2	-1.3	-0.5	1.2	0.1	-0.3	3.4	-1.2
O=C(O)c1ccc(S(=O)(=O)N2CCCCCC2)cc1	-0.8	-1.1	-3.2	-4.2	0.0	0.0	-1.1	0.1	0.0	5.7	-0.6
CCN(CC)S(=O)(=O)c1ccc(N2CCOCC2)c(NC(=O)CC2OC(=O)c3ccccc32)c1 (stereo unspecified)	0.1	0.1	5.9	-2.5	0.2	-0.7	-0.4	-0.1	-0.5	1.7	-1.2
NCCc1nnc(SCC(=O)Nc2ccc(Br)cc2)o1	1.4	-0.3	11.0	-1.6	0.7	0.6	-0.3	-0.2	0.6	1.5	-0.7
COc1ccc(C2C(C#N)=C(N)Oc3c2oc(CO)cc3=O)c(OC)c1OC (stereo unspecified)	0.3	2.2	5.2	-0.5	-1.9	2.8	-0.9	0.4	-0.6	5.0	-1.9
COC(=O)CCCNC(=O)c1ccc2oc(CCCc3ccccc3)nc2c1	3.9	3.4	-14.1	-0.8	0.5	0.7	1.6	0.2	0.7	-2.5	-0.4
CCC1CN(C)C2Cc3c([nH]c4ccccc34)C(=O)CC1C2C(=O)OC (stereo unspecified)	0.4	3.2	12.7	-0.5	4.2	2.0	0.5	0.9	13.5*	-0.8	-0.3
COc1ccc(S(=O)(=O)Nc2nc3c(s2)CCCC3)cc1	0.4	1.2	-5.6	-5.3	-0.1	0.4	-0.2	-0.3	-0.6	3.7	-0.6
O=C(N[C@H]1C[C@@H]2O[C@@H](CO)CC[C@@H]2O[C@@H]1CCc1ccc(-c2cccnc2)cc1)c1cccc(F)c1	0.0	0.0	-11.1	-1.1	-2.0	.	.	-0.3	-0.1	0.8	-0.7
CCCC(=O)Nc1ccc(N2CCN(C(=O)c3cccs3)CC2)cc1	-0.4	-3.0	10.2	-5.1	-1.9	-0.3	-2.8	-0.9	1.0	-0.6	-0.8
N/C(=N\OC(=O)CCCC(=O)O)c1ncc(C(F)(F)F)cc1Cl	1.0	1.0	10.5	-1.4	-1.8	0.1	0.8	0.0	-1.1	4.9	-0.9
CCCCOc1ccccc1NC(=O)CSc1nnnn1C(C)(C)C	-0.6	-2.4	-4.7	-0.7	-1.3	-0.5	-0.4	-0.2	0.4	-3.3	-1.5
CC(=O)C1=C(O)C(=O)N(Cc2ccccc2)C1c1cccc([N+](=O)[O-])c1 (stereo unspecified)	0.2	-2.5	-2.0	-3.6	0.5	-0.1	1.2	0.5	-0.2	-2.0	-0.6
COc1ccc(CNC(=O)C(=O)NC2CCC(C)CC2)cc1 (stereo unspecified)	-1.3	3.8	8.7	1.6	-1.0	0.3	2.0	0.1	0.2	2.3	-1.8
CCOC(=O)N1CCN(C(=O)C[C@H]2C[C@@]3(C(=O)OC)C(=C[C@H](C(C)C)O[C@@H]3C3CC3)N(Cc3ccc(Cl)cc3Cl)C2=O)CC1	0.1	-8.4	-2.1	-1.6	-4.3	.	.	-0.9	0.8	-9.2	-1.4
Cc1c(NS(=O)(=O)c2cc(C(=O)OCC(=O)N3CCC(C)CC3)ccc2Cl)c(=O)n(-c2ccccc2)n1C	-0.3	5.9	-10.2	-2.8	-1.6	0.0	3.2	-0.3	0.3	-1.4	-1.4
COCCCn1c(=N)c(C(=O)NCc2ccc3c(c2)OCO3)cc2c(=O)n3cccc(C)c3nc21	3.2	7.5	7.5	-1.0	0.1	0.4	0.7	0.1	0.2	-4.8	-1.6
O=C(O)c1cccc(-n2cccc2/C=C2\NC(=O)N(Cc3ccc(F)cc3)C2=O)c1	2.8	-12.4	-7.4	-1.7	-0.8	-0.4	1.7	0.0	0.1	-1.2	-0.6
CN1c2ccsc2C(O)=C(C(=S)Nc2ccc(F)c(Cl)c2)S1(=O)=O	-1.1	3.8	-12.6	-4.8	4.3	-1.0	3.0	-0.3	-1.8	2.7	0.0
O=S(=O)(Nc1cccc2ccccc12)c1ccccc1	1.1	1.6	-3.4	-3.7	0.6	0.9	5.3	-0.6	0.0	5.4	-1.3
Additional results.
SMILES	hgDAF12 agonist	NPR1 activator	sPLA2-III inh	SMARCA2 activ	hcDAF-12 act	DAX1 inh-1	FXN GAA850 act	DAX1 inh-2	proKLK7 act	GC-B act	ssDAF12 agonist
Cc1ccc(S(=O)(=O)N2CCCCC2)cc1C(=O)NCC1CCCO1 (stereo unspecified)	2.8	0.6	-2.7	-3.4	0.3	0.4	-0.2	0.3	0.9	-0.3	-1.1
COC(=O)CSc1nc(C)cc(N2CCOCC2)n1	2.6	9.1	1.7	-0.8	-1.5	1.3	0.5	2.0	0.3	3.0	-1.2
CNC(=S)N1N=C(c2ccc(Br)cc2)CC1c1ccc(N(C)C)cc1 (stereo unspecified)	-0.2	0.1	8.8	-2.3	-0.7	-0.6	1.0	-1.2	-3.7	2.7	-1.7
CC1(c2ccc(OCC#N)cc2)C=C(c2ccc(OCC#N)cc2)n2nc(C(F)(F)F)nc2N1 (stereo unspecified)	-0.4	33.6	-36.1	-0.1	-1.1	-0.1	-0.1	-1.8	1.0	34.0	-1.7
COc1cc(NC(=O)c2cccc([N+](=O)[O-])c2C)ccc1NC(=O)c1ccco1	6.1	-1.4	-3.8	3.3	-0.4	-1.0	1.3	0.2	0.1	7.7	-1.3
CC(C)c1ccc(C(C)NCCS(=O)(=O)c2ccc(Cl)cc2)cc1 (stereo unspecified)	-2.0	-4.2	-7.3	4.5	-0.5	-1.1	2.2	-0.7	0.1	3.5	-1.1
Nc1ccc(CC(N)c2csc(Nc3cc(Oc4ccccc4)ncn3)n2)cc1 (stereo unspecified)	1.9	3.3	14.8	-2.4	-2.6	.	1.3	-0.8	0.3	5.2	-1.7
CCc1noc(C)c1C(=O)Nc1sc(C(=O)N(C)C)c(C)c1C#N	-2.5	-1.6	0.0	-0.9	-2.2	0.3	0.8	-0.8	-0.1	1.0	-1.1
COc1ccc(-c2cc(C(F)(F)F)nc(SCc3cccc(C(=O)O)c3)n2)cc1	-0.3	4.3	-5.9	2.0	1.8	-0.1	3.1	-0.1	-0.6	-1.2	-1.6
COC(=O)COc1ccc2c(=O)c(Oc3ccccc3)c(C)oc2c1	-1.4	19.7	6.5	-1.2	0.9	0.1	-0.6	0.8	1.6	1.6	-1.2
CCOc1nc(NC(C)C)nc(NC(C)C)n1	0.2	0.4	2.3	-2.1	-0.5	1.5	1.9	-0.3	-0.3	1.4	-1.2
Cc1ccc2c(c1)CCO[C@@]21O[C@H](CCO)C[C@H](O)[C@H]1O	0.8	3.9	6.9	1.8	-2.1	-0.8	-0.8	1.3	0.3	3.9	0.1
Cc1cccc(C)c1-n1nnnc1C(c1ccnc2ccccc12)N1CCN(CCN(C)C)CC1 (stereo unspecified)	1.4	-6.4	-2.2	-5.2	1.9	.	.	2.1	-0.5	-0.5	0.8
CC(=O)Nc1ccc(C2(c3ccc(NC(C)=O)cc3)NC(=O)c3ccccc32)cc1	-0.2	1.0	-6.0	-1.8	-1.4	-0.2	-1.1	0.1	-0.2	-4.1	0.0
O=C(Nc1cc(S(=O)(=O)N2CCOCC2)ccc1N1CCCC1)C1COc2ccccc2O1 (stereo unspecified)	-1.2	1.3	-4.9	4.8	0.1	-1.4	1.1	-1.3	0.2	-0.8	-1.3
O=C(Nc1cc(Cl)ccc1N1CCCCC1)c1cccs1	1.5	1.9	-4.8	3.5	-0.1	-0.1	1.4	-0.5	0.1	-2.7	-1.0
CCOC(=O)c1cnn(-c2cc(C)nc3c(-c4ccccc4)c(C)nn23)c1N	-2.1	0.7	4.2	-0.2	-1.3	0.7	1.1	0.0	-1.6	-0.8	-1.3
COc1ccc(C)cc1NS(=O)(=O)c1cn(C)c(=O)n(C)c1=O	-2.1	0.4	-1.6	-3.6	2.4	1.4	0.2	0.3	-0.1	-0.4	-0.8
Cc1ccn2cc(CCNC(=O)C3CC=CCC3C(=O)O)nc2c1 (stereo unspecified)	5.1	0.1	4.4	4.7	1.3	3.4	4.0	0.8	-0.9	8.2	-0.5
CCc1ccc(C2=NNC(=Nc3c(C)n(C)n(-c4ccccc4)c3=O)SC2)cc1	-2.3	5.8	-1.4	-0.1	-0.5	-0.1	-2.4	-1.0	-0.3	-0.1	-1.1
Cc1cc(S(=O)(=O)NCc2ccco2)c(C)cc1Cl	1.1	4.5	-13.6	-1.4	0.3	0.5	-0.6	0.5	-0.4	3.6	-1.4
COc1ccccc1NC(=O)Nc1c(C)n(C)n(-c2ccccc2)c1=O	-0.4	-0.4	6.3	-0.5	-0.7	-0.4	-1.2	-0.1	0.0	6.4	-0.4
COc1ccccc1CC(=O)Nc1ccc(O)cc1C(=O)O	0.8	-1.2	3.0	-3.3	0.5	-1.2	-1.2	-0.1	-3.4	6.1	-0.3
NS(=O)(=O)c1ccc(CNC(=O)c2ccccn2)cc1	-0.4	0.0	-2.3	-2.8	0.2	0.8	0.6	0.8	0.4	-3.0	-1.2
N=c1n(CCN2CCCCC2)c2ccccc2n1CC(=O)c1ccc(Cl)c(Cl)c1	0.4	-4.8	9.0	-3.7	3.8	.	1.8	0.1	-1.5	-4.4	-0.6
Cc1noc(C)c1C(=O)OCC(=O)N1CCc2ccccc21	-0.3	3.2	13.2	-1.2	-0.6	1.0	1.8	1.8	-0.5	1.1	-0.2
